Bioassay records as filed in PubChem BioAssay.
Anesthetic bind: qHTS Assay for Identification of Novel General Anesthetics; Ferritin light chain (Equus caballus), P02791; hit rate 0.074% among 350,000; apoferritin/1-aminoanthracene competitive binding, fluorescence; Potency, µM (highest dose often 77.5 µM), for inactives: at the top dose activity change, negative = displacement, usual class: inhibitors; AID 485281, 2010; further: potency means the concentration at half of the fitted maximal effect; on the % scale 0 is the no-effect control and ±100 the full control effect; nearly all actives have a fitted effect of over 20% in size
Target sequence (P02791 2-175 limits assumed): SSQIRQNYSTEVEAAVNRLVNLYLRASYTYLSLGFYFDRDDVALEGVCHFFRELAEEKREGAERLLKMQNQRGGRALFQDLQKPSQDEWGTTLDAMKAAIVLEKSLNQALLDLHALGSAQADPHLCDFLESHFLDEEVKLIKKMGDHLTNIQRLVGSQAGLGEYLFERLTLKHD
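Steps: apoferritin (10 uM) was premixed with half-saturated 1-AMA in PBS, compounds were pin-transferred, plates stood 10 min at room temperature, fluorescence was read at 380/535 nm, and curves were fitted with a Hill equation.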
APEX1 inh: qHTS Assay for Inhibitors of the Human Apurinic/apyrimidinic Endonuclease 1 (APE1) | DNA repair nuclease/redox regulator APEX1 (Homo sapiens), P27695 | recombinant APE1, TAMRA/BHQ-2 abasic DNA cleavage fluorescence | Potency, µM (doses to about 65.8 µM), inactives show at the highest dose activity change, negative = inhibition, actives largely listed as inhibitors | hit rate 0.35% among 350,000;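 further: potency means the concentration at half of the fitted maximal effect; plate controls were vehicle for no effect and reference inhibitor for full effect; nearly all actives have a fitted effect of over 55% in size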
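Kinetic fluorescence read (525 ex/598 em nm, three reads 60 s apart) of AP-site incision; signal = third minus first read. Enzyme 0.75 nM, dual-labelled THF duplex 50 nM, compound preincubation 15 min RT.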
ERG-DNA inh: qHTS for Small Molecule Inhibitors of the ERG Ets/DNA interaction; Transcriptional regulator ERG (Homo sapiens), P11308; fluorescence polarization, His-ERG Ets domain / labelled DNA; Potency, µM (top dose mostly 76.9 µM), inactives show top-dose FP activity, negative = inhibition, hits mostly inhibitors; hit rate 0.028% among 370,000; active means well fitted inhibition curve with a large enough effect in the polarisation, with a control signal flat; inconclusive means small, poorly fitted or top-dose-only effect, or effect the other way, or a change in a side signal; inactive means no such curve, though single readings can be large or run the other way; the % refers to the polarisation;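 further: polarization taken with two DNA probes labelled with fluorescein and Texas red; potency means the concentration at half of the fitted maximal effect; % of control where 0% means no effect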
Target sequence (P11308 whole entry, looked up, the tested form may be a part): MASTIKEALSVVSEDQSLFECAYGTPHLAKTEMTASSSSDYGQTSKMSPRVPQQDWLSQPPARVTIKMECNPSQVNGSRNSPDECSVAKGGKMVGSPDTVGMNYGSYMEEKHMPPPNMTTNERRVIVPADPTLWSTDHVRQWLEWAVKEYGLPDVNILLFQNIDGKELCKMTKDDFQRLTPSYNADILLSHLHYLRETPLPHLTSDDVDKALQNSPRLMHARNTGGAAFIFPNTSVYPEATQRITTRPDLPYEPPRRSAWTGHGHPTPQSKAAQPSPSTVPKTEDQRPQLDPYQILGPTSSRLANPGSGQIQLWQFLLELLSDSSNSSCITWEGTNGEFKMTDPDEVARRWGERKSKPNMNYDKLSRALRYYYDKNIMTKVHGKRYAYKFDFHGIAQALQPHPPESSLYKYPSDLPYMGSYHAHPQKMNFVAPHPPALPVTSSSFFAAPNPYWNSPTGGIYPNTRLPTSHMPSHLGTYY
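His-tagged ERG Ets domain (1 uM in the protein solution; 300mM KCl, 50mM Tris-HCl, 1mM EDTA, 1mM DTT, pH 7.5) received compound, then a probe mix of 5 nM fluorescein-DNA and 100nM Texas-615-DNA. Fluorescence polarization was read for both dyes.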
Pol kappa inh: qHTS for Inhibitors of Polymerase Kappa | Potency, µM (highest dose often 107 µM), without a hit: at the top dose activity, negative = inhibition, usual class: inhibitors | hit rate 0.53% among 400,000 | purified Pol kappa, fluorescent DNA synthesis assay, 10 min | AID 588579, 2011 | DNA polymerase kappa (Homo sapiens), Q9UBT6; further: potency means the concentration at half of the fitted maximal effect; on the % scale 0 is the no-effect control and ±100 the full control effect
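50 nM final substrate added after 15 min RT preincubation of 10 nM Pol kappa with compound; fluorescence read at 0 and 10 min.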
BLM helicase inh: qHTS Assay for Inhibitors of Bloom's syndrome helicase (BLM). RecQ-like DNA helicase BLM (Homo sapiens), P54132. recombinant BLM DNA unwinding, fluorescence dequenching. Potency, µM (highest dose often 56.1 µM), for the others: top-dose activity change, negative = inhibition, actives largely listed as inhibitors. hit rate 0.2% among 350,000. AID 2528, 2010;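 further: potency means the concentration at half of the fitted maximal effect; plate controls were vehicle for no effect and no enzyme for full effect; nearly all actives have a fitted effect of over 35% in size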
TRHR ag: qHTS for Small Molecule Agonists and Allosteric Enhancers of Human TRH Receptor: Primary Screen for Agonists | Thyrotropin-releasing hormone receptor (Homo sapiens), P34981 | TRHR cells, calcium flux fluo-8, FDSS agonist mode | activation, % at 2 µM | hit rate 0.18% among 360,000 | AID 493084, 2011; in the data active means activation above about 30%; further: 0% is about no effect
Target sequence (P34981 whole entry, looked up): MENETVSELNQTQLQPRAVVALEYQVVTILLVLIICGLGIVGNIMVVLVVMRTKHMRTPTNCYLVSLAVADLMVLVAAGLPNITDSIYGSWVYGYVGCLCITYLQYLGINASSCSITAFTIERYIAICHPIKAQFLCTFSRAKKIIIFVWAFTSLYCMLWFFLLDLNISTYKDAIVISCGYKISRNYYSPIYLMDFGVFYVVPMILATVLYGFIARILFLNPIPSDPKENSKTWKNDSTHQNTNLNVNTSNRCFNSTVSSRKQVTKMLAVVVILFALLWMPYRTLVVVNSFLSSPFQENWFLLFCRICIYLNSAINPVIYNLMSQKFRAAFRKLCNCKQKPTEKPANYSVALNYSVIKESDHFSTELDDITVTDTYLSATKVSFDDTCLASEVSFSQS
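Fluo-8-loaded TRHR cells; 10 s baseline, compound added, kinetic Ca2+ fluorescence read 1/s, agonist mode.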
Pol iota inh: qHTS for Inhibitors of Polymerase Iota | Pol iota fluorescent replication assay, 10 min | AID 588590, 2011 | DNA polymerase iota (Homo sapiens), Q9UNA4 | hit rate 1% among 390,000 | Potency, µM (highest dose often 115 µM), inactives show at the top dose activity, negative = inhibition, hits mostly inhibitors; further: potency means the concentration at half of the fitted maximal effect
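Fluorescent replication assay read twice, at 0 min and 10 min after adding 50 nM (final) substrate. Enzyme (10 nM) and compounds were first incubated 15 min at room temperature; enzyme-free buffer wells were negative controls.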
ALOX12 inh: Primary qHTS assay for inhibitors of human arachidonate 12S-lipoxygenase (ALOX12): Round 2; purified 12hLO, xylenol orange hydroperoxide absorbance; Potency, µM (doses to about 108 µM), for inactives: at the top dose activity change, negative = inhibition, actives largely listed as inhibitors; hit rate 1.1% among 580,000; AID 1671190, 2021; further: potency means the concentration at half of the fitted maximal effect; on the % scale 0 is the no-effect control and ±100 the full control effect
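Hydroperoxide product was detected by ferrous iron/xylenol orange as the 573 to 405 nm absorbance ratio. Arachidonic acid at 40 uM (final) was turned over for 30 min at room temperature by 150 nM human 12hLO, pH 7.0 Hepes buffer, after 15 min compound preincubation.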
Pol beta inh: qHTS Assay for Inhibitors of DNA Polymerase Beta | P06746 | Pol beta primer extension/strand displacement, fluorescence kinetic | Potency, µM (series often up to 114 µM), inactives show at the highest dose activity change, negative = inhibition, usual class: inhibitors | hit rate 1.3% among 340,000; further: potency means the concentration at half of the fitted maximal effect; on the % scale 0 is the no-effect control and ±100 the full control effect
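Kinetic readout of DNA synthesis with strand displacement by Pol beta. Compound and 10 nM enzyme sit 15 min at room temperature; 50 nM substrate starts the reaction, read immediately and at 10 min.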
Starred values were filed as active, the others as inactive; ? = inconclusive; . = no result given; [ ] = remark or other dose. Unless noted, the call rests on the fitted dose curve; in most records, active means well fitted curve in the direction sought with a large enough effect; inconclusive means small, poorly fitted or top-dose-only effect, or another doubt; inactive means no such curve, though single readings can be large; an effect the other way counts as inactive or inconclusive. These rows are one share of the data; rates above refer to the full screens.

SMILES	Anesthetic bind	APEX1 inh	ERG-DNA inh	Pol kappa inh	BLM helicase inh	TRHR ag	Pol iota inh	ALOX12 inh	Pol beta inh
CCn1cc2nc(SCC(=O)Nc3ccc(OC)c(Cl)c3)n(Cc3ccc(OC)cc3)c(=O)c2n1	42%[activator]	.	-7%	-14%	-2%	-1.2	3%	-15%	0%
N#CC1=C(N)OC(c2ccccc2)=C(C#N)C1c1ccc2c(c1)OCO2 (stereo not given)	-15%	0%	13%	1%	-9%	0.5	?	-28%	?
Cc1ccc(-c2cc(C(=O)NCCCN3CCOCC3)c3ccccc3n2)cc1	.	31%	-10%	-14%	.	0.0	51%[activator]	-7%	.
O=C(/C=C/c1ccco1)N1CCc2ccccc21	-22%	-12%	-3%	0%	-5%	-1.2	-27%	?	?
C[C@@]12C(=O)OC(=O)[C@@]1(C)[C@@H]1CC[C@@H]2O1	.	-9%	.	-12%[19.4 µM]	-9%	.	.	186%[activator]	.
O=C1c2ccc(-c3ccc(F)cc3OCc3ccccc3)cc2S(=O)(=O)c2cccc(C(=O)N3CCCC3)c21	.	15%	-29%	-1%	.	0.0	11%	.	.
CN1C(=O)/C(=C/c2ccco2)SC1=Nc1cccc(C(=O)O)c1	-16%	?	44%[activator]	20µM*	7%	-0.2	?	.	18µM*
COc1ccc(-n2c(-c3ccc(Br)cc3)c[n+]3c2CCC3)cc1	-3%	-10%	2%	2%	-11%	-0.4	21%	-16%	21%
O=S(=O)(c1ccc(Cl)nc1)N1CCCc2ccccc21	-3%	7%	-3%	-3%	-4%	0.0	13%	9%	3%
Cn1c(=O)oc2cc(S(=O)(=O)NC3CCN(Cc4ccccc4)CC3)ccc21	8%	-1%	0%	-2%	-11%	-1.2	0%	5%	5%
COCCNC(=O)C1CCN(Cc2cc3ccccc3n2Cc2ccc(C)cc2)CC1	-14%	.	-4%	-6%[60.1 µM]	-2%	-0.2	29%	?	-1%
COc1cc(/C=C2\SC(c3ccc(C)cc3)=NC2=O)cc(OC)c1OC	-5%	-5%	.	-6%	-8%	1.5	7%	.	4%
CC(C)C(NC(=O)Cc1ccccc1)C(=O)N1CCN(c2cccc(Cl)c2)CC1 (stereo not given)	.	-10%	2%	-5%	.	-0.4	-4%	-4%	.
CCC(C)(C(=O)NC1CCCC1)N(Cc1cccs1)C(C)=O (stereo not given)	3%	3%	10%	9%	1%	0.2	1%	17%	0%
Cc1ccc(N2CS(=O)(=O)/C(=C/N(C)C)C2=O)cc1	-8%	0%	-2%	-18%	-1%	-0.1	6%	0%	33%
c1ccc(CCCOCCC2CO2)cc1 (stereo not given)	-21%	6%	.	.	-3%	-0.1	.	.	4%
S=c1[nH]nc(-c2ccncc2)n1/N=C/c1cn(-c2ccccc2)nc1-c1ccccc1	-14%	13%	-5%	-21%	7%	-0.4	-7%	0%	4%
O=S(=O)(c1ccccc1)C(/C=N\O)/C=C/c1ccccc1 (stereo not given)	?	-3%	-1%	-2%	-1%	0.0	61%[activator]	?	-3%
O=C(N=C1SC2CS(=O)(=O)CC2N1c1ccc(F)cc1)C1CCCCC1 (stereo not given)	-2%	22%	-17%	-1%	-3%	-0.2	28%	25%	1%
O=C1C(=O)N(CCCN2CCOCC2)C(c2ccc(Cl)cc2)/C1=C(\O)c1ccc2c(c1)OCCO2 (stereo not given)	-16%	44%	6%	4%	0%	0.4	4%	-19%	?
CCN(C(=O)CN1C(=O)S/C(=C\c2ccc(Cl)cc2)C1=O)C1CCS(=O)(=O)C1 (stereo not given)	10%	-2%	0%	-7%	-4%	0.7	1%	-10%	14%
CCOc1cc(S(=O)(=O)n2nc(C)cc2C)ccc1F	-5%	-3%	2%	-1%	-2%	-2.2	14%	0%	0%
O=C(CS(=O)(=O)c1cn(CC(=O)N2CCOCC2)c2ccccc12)Nc1ccccc1F	-4%	29%	-7%	-1%	0%	-0.1	4%	3%	17%
COC(=O)C(C)Sc1nnc(SC(C)C(=O)OC)s1 (stereo not given)	-19%	-1%	-2%	-5%	-3%	0.4	1%	?	3%
CC(Sc1nnc2n1CCCCC2)C(=O)Nc1ccccc1[N+](=O)[O-] (stereo not given)	.	-19%	-13%	11%	.	.	-17%	239%[activator]	.
CCC1(c2ccc(F)cc2)NC(=O)N(CC(=O)c2cc(C)n(C3CC3)c2C)C1=O (stereo not given)	.	-4%	-3%	-1%	.	8.3	17%	?	.
CC(=O)c1ccc(OC(C)C)c(CSc2nc(O)cc(=O)[nH]2)c1	-9%	-1%	-2%	-6%	-8%	0.0	2%	7%	-1%
Cc1ccc(C(C)c2c(C)c([N+](=O)[O-])cc(C)c2[N+](=O)[O-])cn1 (stereo not given)	-20%	-11%	4%	2%	1%	-0.4	121%[activator]	15%	2%
O=S(=O)(NCc1cccs1)c1ccc(Cl)s1	?	17%	9%	-8%	-3%	-0.1	-2%	11%	6%
O=C(CNc1cccc(S(=O)(=O)N2CCOCC2)c1)Nc1cccc(Br)c1	.	10%	3%	-11%	.	-0.1	-6%	-4%	.
COC(=O)C(CCCN1C(=O)c2ccccc2C1=O)(NC(C)=O)c1nn[nH]n1 (stereo not given)	-2%	2%	11%	11%	-2%	-0.1	-24%	-5%	9%
Cc1ccc(NC(=O)CCn2nc([N+](=O)[O-])cc2C)nc1	-7%	8%	0%	-8%	-1%	0.4	-9%	-22%	31%
Nc1cc(F)ccc1N1CCCCCC1	-9%	10%	8%	-4%	-12%	-0.2	56%[activator]	-14%	22%
COc1ccc(S(=O)(=O)N2CCCC2C(=O)NCc2ccccc2Cl)cc1 (stereo not given)	-9%	-6%	5%	0%	-2%	-1.2	139%[activator]	7%	-24%
CCOc1ccc(NC(=O)CCS(=O)(=O)c2cc3c4c(c2)CCN4C(=O)CC3)cc1	6%	.	-1%	4%	3%	0.1	24%	-5%	-10%
O=C(CN1C(=O)CNC1=O)Nc1ccc(Cl)cc1	2%	17%	2%	4%	1%	0.2	68%[activator]	-19%	0%
CCOC(=O)c1cc2sccc2n1CC(=O)N1c2ccccc2CC1C (stereo not given)	0%	-3%	-6%	-3%	0%	1.1	7%	-5%	-9%
CC(=O)N1CCC(C(=O)NCCOc2cccc(C)c2)CC1	1%	12%	-6%	-14%	-4%	-0.4	-8%	-10%	4%
Cc1ccccc1-c1ccc(Nc2ccc(N3CCOCC3)cc2)nn1	-18%	-3%	9%	-11%	-16%	-0.6	86%[activator]	.	2%
Cc1cc(C)nc(NS(=O)(=O)c2ccc(NC(=O)C(C)C)cc2)n1	-2%	4%	2%	2%	2%	0.7	12%	0%	10%

One compound at a time, as listed above. Order of values: Anesthetic bind | APEX1 inh | ERG-DNA inh | Pol kappa inh | BLM helicase inh | TRHR ag | Pol iota inh | ALOX12 inh | Pol beta inh
CCN(C(=O)CN1C(=O)S/C(=C\c2ccc(Cl)cc2)C1=O)C1CCS(=O)(=O)C1 (stereo not given) as listed: 10% | -2% | 0% | -7% | -4% | 0.7 | 1% | -10% | 14%
O=S(=O)(NCc1cccs1)c1ccc(Cl)s1 as listed: ? | 17% | 9% | -8% | -3% | -0.1 | -2% | 11% | 6%
CC(Sc1nnc2n1CCCCC2)C(=O)Nc1ccccc1[N+](=O)[O-] (stereo not given) as listed: . | -19% | -13% | 11% | . | . | -17% | 239%[activator] | .
Nc1cc(F)ccc1N1CCCCCC1 as listed: -9% | 10% | 8% | -4% | -12% | -0.2 | 56%[activator] | -14% | 22%

Continuation.
SMILES	Anesthetic bind	APEX1 inh	ERG-DNA inh	Pol kappa inh	BLM helicase inh	TRHR ag	Pol iota inh	ALOX12 inh	Pol beta inh
Cc1c(C=O)c2ccccc2n1CCOc1ccccc1F	-9%	5%	-2%	-6%	-3%	0.3	79%[activator]	0%	17%
Cc1cccc(OCCCCn2c(CO)nc3ccccc32)c1	-13%	29%	-7%	-7%	-2%	0.2	-10%	0%	-27%
O=C(OCc1nnc(-c2ccc(Cl)cc2)o1)c1ccncc1	-18%	-5%	6%	3%	-3%	-0.3	-8%	-6%	-1%
Cc1ccc(S(=O)(=O)NCC(=O)NCC(=O)NCCc2ccccc2F)cc1C	.	-5%	.	4%	.	0.4	28%	33%[activator]	.
COc1ccc(C2=NOC(C)(c3nnc(-c4ccc(Cl)cc4)o3)C2)cc1 (stereo not given)	.	.	-15%	-5%	.	.	-3%	0%	.
COCc1cc(C)n(CC(=O)OC)c(=O)c1C#N	-6%	15%	5%	-5%	-1%	-0.2	75%[activator]	-9%	33%
Cc1noc(C)c1S(=O)(=O)Nc1ccc2c(c1)C(=O)N([C@H](C)CO)C[C@@H](C)[C@@H](CN(C)Cc1ccc3c(c1)OCO3)O2	.	14%	7%	-3%	.	.	23%	-11%	.
COc1cc(/C=C/C(=O)NC(=O)c2ccccc2O)ccc1O	-8%	9%	2%	-6%	-7%	-2.8	47%[activator]	.	35%
CCOCCCNC(=O)C(NC(=O)c1ccc(NC(C)=O)cc1)c1ccc(Cl)cc1 (stereo not given)	-5%	1%	-1%	-17%	2%	-1.0	-5%	-9%	4%
COc1cccc(NC(=O)CSc2nc(O)c(C/C=C/c3ccccc3)c(=O)[nH]2)c1	-13%	.	3%	-10%	-5%	-0.1	30%	?	-2%
CCN1CCN(C(=O)COCc2cc(-c3ccc4c(c3)OCO4)on2)CC1	-10%	12%	-6%	-3%	-3%	0.6	-1%	-12%	14%
